JMJD2E inh = inhibitors of human JMJD2E histone demethylase | B2RXH2 | JMJD2E catalytic domain, FDH-coupled NADH fluorescence (FDH is formaldehyde dehydrogenase) | Potency, µM (top dose mostly 57.1 µM), inactives show at the highest dose activity change, negative = inhibition, usual class: inhibitors | actives 1.6% (n = 230,000); active = well fitted inhibition curve with a large enough effect, not every such curve was filed as active; inconclusive = small, poorly fitted or top-dose-only effect, or another doubt; inactive = no such curve, though single readings can be large or run the other way;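 also: 0% = wells with enzyme and -100% = buffer wells without enzyme; nearly all actives have a fitted effect of over 50% in size; many of its hits are not listed in these tables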
Target sequence (B2RXH2 1-337 limits assumed): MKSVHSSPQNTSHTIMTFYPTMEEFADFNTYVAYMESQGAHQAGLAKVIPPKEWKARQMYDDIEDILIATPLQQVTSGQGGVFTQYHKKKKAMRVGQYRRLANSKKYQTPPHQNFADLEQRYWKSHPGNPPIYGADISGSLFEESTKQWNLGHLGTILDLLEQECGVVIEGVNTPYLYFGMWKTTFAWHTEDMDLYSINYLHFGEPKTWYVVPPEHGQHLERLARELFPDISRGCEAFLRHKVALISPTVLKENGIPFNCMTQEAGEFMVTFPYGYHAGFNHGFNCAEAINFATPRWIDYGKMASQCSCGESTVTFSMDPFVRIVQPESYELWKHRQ
L3MBTL1 inh = L3MBTL1 (human) inhibition. Q9Y468. AlphaScreen L3MBTL1–H3K9me1 peptide binding. Potency, µM (titrated, usually from 57.1 µM), for the others: at the top dose activity, negative = inhibition, most hits filed as inhibitors. actives 0.66% (n = 230,000); also: % is scaled to controls: 0 for no effect and ±100 for the full control effect; nearly all actives have a fitted effect of over 60% in size
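Displacement of a biotinylated histone H3(1-15) peptide monomethylated at Lys9 (75 nM) from L3MBTL1 (50 nM) was measured by AlphaScreen after a 30 min room-temperature compound incubation; cefsulodin titration served as intraplate control.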
SMN2 splice up = enhancers of SMN2 splice variant expression; HEK293 SMN2-luciferase splicing reporter, luminescence, 30-36 h; Potency, µM (titrated, usually from 46.1 µM), for the others: at the highest dose activity change, positive = activation, hits mostly activators; actives 2.8% (n = 210,000); AID 1458; also: % of control where 0% means no effect; nearly all actives have a fitted effect of over 55% in size
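HEK293 cells carry an SMN2 minigene-luciferase reporter in which exon 7 inclusion puts luciferase in frame. Cells were seeded at 2000 cells/well, attached for 10-12 hours, then exposed to compounds for 30-36 hours at 37C before ONE-Glo luminescence.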
Tau ThT inhib = blocks human tau fibril formation measured by thioflavin T | P10636 | recombinant tau K18 P301L, heparin-induced fibrillization, ThT fluorescence | Potency, µM (doses to about 57.4 µM), for the others: at the highest dose activity, negative = inhibition, actives largely listed as inhibitors | actives 2.1% (n = 270,000) | AID 1460; also: % is scaled to controls: 0 for no effect and ±100 for the full control effect; nearly all actives have a fitted effect of over 55% in size
Target sequence (P10636 561-689 P618L limits assumed): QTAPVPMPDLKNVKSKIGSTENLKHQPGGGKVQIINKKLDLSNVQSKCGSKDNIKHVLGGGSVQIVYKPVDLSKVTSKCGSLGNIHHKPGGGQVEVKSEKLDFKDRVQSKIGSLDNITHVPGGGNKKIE
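Fibril formation assay: tau K18 P301L at 15 uM with trace Alexa 594 label, heparin inducer 20 uM, pH 7 sodium acetate buffer, 37 C for 6 hr; endpoint ThT signal.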
KinaseGlo FLuc = Kinase-Glo luciferase inhibition (counter-screen) | Q27757 | Kinase-Glo luciferase, ATP luminescence, 8 min | Potency, µM (top dose mostly 38.3 µM), for the others: top-dose activity change, negative = inhibition, usual class: inhibitors | actives 0.28% (n = 200,000); also: % is scaled to controls: 0 for no effect and ±100 for the full control effect; nearly all actives have a fitted effect of over 60% in size
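Kinase-Glo luciferase light output from ATP and luciferin was measured with 10 uM ATP, within the enzyme's linear range. Buffer: 50 mM imidazole pH 7.2, 50 mM KCl, 7 mM MgCl2, 0.01% Tween 20, 0.05% BSA; luminescence read after 8 min at ambient temperature.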
RECQ1 helicase = RECQ1 (human) helicase inhibition. RECQ1 DNA unwinding, red fluorescence kinetic read. P46063. Potency, µM (highest dose often 57.3 µM), for inactives: at the top dose activity, negative = inhibition, most hits filed as inhibitors. actives 0.54% (n = 240,000);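 also: plate controls were vehicle for no effect and no enzyme for full effect; nearly all actives have a fitted effect of over 30% in size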
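50 nM RECQ1T1 preincubated 15 min with compound in Tris pH 8.0 buffer with MgCl2, DTT, Tween-20 and 2.5 ug/ml poly(dI-dC); started with 200 nM TAMRA/BHQ-2 forked duplex and 2 mM ATP. Unwinding read as fluorescence (525/598 nm), two reads 2 h apart.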
Lamin A splicing = LMNA splicing modulation | Potency, µM (highest dose often 46.1 µM), inactives show at the top dose ratio change, negative = inhibition, hits mostly inhibitors | actives 0.01% (n = 200,000) | HeLa LMNA splicing GFP/RFP minigene ratio, 48 h | AID 1487; active = well fitted inhibition curve with a large enough effect in the signal ratio, with a control signal flat, not every such curve was filed as active; inconclusive = small, poorly fitted or top-dose-only effect, or effect the other way, or a change in a side signal; the % refers to the signal ratio; also: % is scaled to controls: 0 for no effect and ±100 for the full control effect
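S3 HeLa cells stably expressing lamin A-EGFP splicing minigene plus DsRed2, 600 cells/well, 48 h compound exposure at 37C. Laser-scanning cytometry; analysed as GFP (500-530 nm)/RFP (575-640 nm) total intensity ratio; 0.5% DMSO vehicle.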
ALDH1A1 block = blocks purified human ALDH1A1 activity; P00352; Purified ALDH1A1, NADH fluorescence, propionaldehyde substrate; Potency, µM (highest dose often 75.3 µM), for the others: top-dose activity, negative = inhibition, most hits filed as inhibitors; actives 7.3% (n = 220,000); AID 1030; active = well fitted inhibition curve with a large enough effect, not every such curve was filed as active; inconclusive = small, poorly fitted or top-dose-only effect, or another doubt; inactive = no such curve, though single readings can be large or run the other way;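 also: plate controls were no enzyme wells and a reference inhibitor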
Target sequence (P00352 whole entry, looked up): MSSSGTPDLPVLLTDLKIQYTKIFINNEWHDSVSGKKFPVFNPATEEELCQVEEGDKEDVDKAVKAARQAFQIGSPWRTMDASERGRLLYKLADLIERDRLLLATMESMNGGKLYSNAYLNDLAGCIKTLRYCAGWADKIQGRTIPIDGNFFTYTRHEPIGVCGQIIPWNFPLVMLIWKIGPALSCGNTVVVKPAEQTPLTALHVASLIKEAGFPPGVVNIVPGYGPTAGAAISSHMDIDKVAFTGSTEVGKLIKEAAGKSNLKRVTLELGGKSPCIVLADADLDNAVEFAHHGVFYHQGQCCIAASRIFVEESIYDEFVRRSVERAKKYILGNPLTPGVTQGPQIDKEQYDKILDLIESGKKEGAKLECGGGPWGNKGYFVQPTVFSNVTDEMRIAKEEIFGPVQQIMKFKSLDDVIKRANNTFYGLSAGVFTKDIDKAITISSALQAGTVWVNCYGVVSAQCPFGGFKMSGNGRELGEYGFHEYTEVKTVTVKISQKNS
The depositor's hits bear a star; i = inactive; ? = inconclusive; . = no result given; [ ] = dose if it differs, or a comment. Unless noted, calls follow the shape of the dose curve; as a rule, active = well fitted curve in the direction sought with a large enough effect; inconclusive = small, poorly fitted or top-dose-only effect, or another doubt; inactive = no such curve, though single readings can be large; an effect the other way counts as inactive or inconclusive. Potency is read from the fitted curve at half-maximal effect.

SMILES	JMJD2E inh	L3MBTL1 inh	SMN2 splice up	Tau ThT inhib	KinaseGlo FLuc	RECQ1 helicase	Lamin A splicing	ALDH1A1 block
CC(C)=CC(=O)Nc1nnc(-c2ccc(F)cc2)s1	8%	-4%	?	-3%	1%	-9%	-3%	5%
CCNC(=O)CN(C1CCCCC1)S(=O)(=O)c1ccc(F)cc1	0%	4%	-9%	1%	-1%	3%	-6%	-2%
CN1CCC2(CC1)CCN(S(=O)(=O)c1ccccc1)CC2	.	.	-6%	.	3%	-4%	.	14%
CCOC(=O)C1=C(CN2CCSCC2)NC(=O)NC1c1cc(C)ccc1C (stereo unspecified)	0%	-9%[11.4 µM]	-13%	?	-8%	-1%	10%	-6%
CC(C)CN(CC(C)C)CC(O)CN(c1ccccc1)S(=O)(=O)c1ccccc1[N+](=O)[O-] (stereo unspecified)	-5%	-20%	.	-2%	.	-11%	.	.
CC(C(=O)Nc1ccccc1-c1ccccc1)N1CCCCC1 (stereo unspecified)	3%	.	-48%[inhibitor]	2%	5%	-3%	12%	20µM*
COC(=O)C(Cc1csc2ccc(Cl)cc12)NC(=O)c1ccc(Cl)cc1 (stereo unspecified)	3%	0%	.	13%	.	-8%	.	.
Cc1ccc(C(=O)N2NC(c3ccc(F)cc3)C3C(=O)N(c4ccc(C)c(C)c4)C(=O)C32)cc1 (stereo unspecified)	0%	?	17%	4%	0%	2%	?	5%
Cn1cnnc1SC/C(O)=C(\C#N)c1nc2ccccc2[nH]1	-5%	3%	1%	-8%	0%	-6%	-8%	-8%
CC[C@H](C)[C@H](NC(N)=O)C(=O)NCCc1ccc(Cl)cc1	17%	6%	11%	-1%	0%	-10%	.	0%
Cn1c(NC(=O)c2cccc(Cn3cc(Cl)cn3)c2)nc2ccccc21	?	.	13µM*	2%	-2%	-4%	-1%	4%
COc1ccc(/C(O)=C2/C(=O)C(=O)N(CCN(C)C)C2c2ccc(F)cc2)cc1Cl (stereo unspecified)	0%	0%	.	-20%	.	-5%	0%	5%
c1ccc(CNc2nc(CN3CCOCC3)nc3scc(-c4ccccc4)c23)cc1	13%	-3%	-4%	10%	-3%	0%	?	-2%
O=C1CC(c2cc3c(cc2Br)OCO3)C2=C(CCCC2=O)N1 (stereo unspecified)	5%	-1%	?	0%	0%	-3%	-3%	-2%
N#Cc1ccc(CSc2nnc(-c3c[nH]c4ccccc34)n2-c2ccccc2)cc1	8%	-9%	-13%	-6%	-2%	i	.	?
CNc1oc(-c2ccco2)nc1C#N	?	.	8%	-9%	-5%	15%	8%	?
Cc1cc(/C=C2\SC(N)=NC2=O)c(C)n1-c1ccccc1	-6%	.	13µM*	?	-9%	-2%	-10%	?
CCN1CCN(CC(=O)c2cc(OC)c(OC)c(OC)c2)CC1	-4%	20%	7%	-9%	1%	-1%	6%[46 µM]	28µM*
CC(=O)[C@@H]1[C@@H]2C(=O)N(C3CCCCC3)C(=O)[C@@H]2C2c3ccccc3C=CN21 (stereo partly specified)	?	4%	-6%	?	-6%	i	10%	7.1µM*
O=C(O)c1ccc(COc2ccccc2Cl)cc1	-5%	-4%	12%	-7%	2%	-8%	10%	-12%
CC(=O)c1c(C)c[nH]c1C	5%	1%	1%	1%	-2%	-5%	6%	5%
Cc1nc(NC(CC(C)C)C(=O)O)c2nc(C)oc2n1 (stereo unspecified)	-12%	.	-1%	-11%	1%	-6%	0%	-3%
COc1ccc(-n2cc(CNCCCn3ccnc3)c(-c3cccc(F)c3)n2)cc1	0%	-20%	.	-13%	-1%	i	.	?
CN(C)/N=C/c1ccc(OS(=O)(=O)c2ccccc2)cc1	-14%	-7%	.	?	-10%	i	?	-5%

2 entries picked at random from the list so far:
SMILES	JMJD2E inh	L3MBTL1 inh	SMN2 splice up	Tau ThT inhib	KinaseGlo FLuc	RECQ1 helicase	Lamin A splicing	ALDH1A1 block
Cn1c(NC(=O)c2cccc(Cn3cc(Cl)cn3)c2)nc2ccccc21	?	.	13µM*	2%	-2%	-4%	-1%	4%
CC(C)=CC(=O)Nc1nnc(-c2ccc(F)cc2)s1	8%	-4%	?	-3%	1%	-9%	-3%	5%

Further records
SMILES	JMJD2E inh	L3MBTL1 inh	SMN2 splice up	Tau ThT inhib	KinaseGlo FLuc	RECQ1 helicase	Lamin A splicing	ALDH1A1 block
CCSC1=NC(C)(C)C=C(/C=C/c2ccc(Cl)cc2Cl)N1	-11%	.	0%	?	-3%	-8%	?	-12%
CCOc1cc(CNc2ccc3cn[nH]c3c2)ccc1OC	?	.	6%	?	2%	-19%	0%	?
CCOC(CNC(=O)c1nnc(Cc2cc(OC)c(OC)c(OC)c2)o1)OCC	4%	.	-1%	-6%	-1%	0%	.	6%
Cc1cc2occ(CC(=O)O)c2cc1C	-4%	5%	-15%	-13%	-3%	-7%	-6%	4%
Cc1cccc(C(=O)N[C@H](C(=O)Nc2nnc(C3CC3)s2)C(C)C)c1	-12%	-2%	-8%	0%	4%	i	?	8%
CCOC(=O)C1CCN(Cc2ccccc2C(F)(F)F)CC1	?	13%	6%	-2%	-1%	-6%	0%	?
COC(=O)Cn1nc(-c2ccccc2)c2ccccc2c1=O	9%	3%	-15%	-3%	-2%	i	15%	12%
COc1ccccc1C(=O)NCCC(=O)Nc1cccnc1	1%	9%	.	-4%	.	-6%	?	1%
C=CCNC(=O)c1onc(CSc2ccc(OC)cc2)c1C(=O)O	-3%	9%	-7%	-1%	4%	-1%	18%[0.0737 µM]	-3%
CC(=O)Nc1c(C)ccc2nsnc12	-12%	-2%	10%	-5%	2%	-8%	-4%	13%
NC(C(=O)O)c1ccc(P(=O)(O)O)cc1 (stereo unspecified)	.	.	17%	3%	.	-9%	.	5%
CSCCC(NC(=O)C12CC3CC(CC(C3)C1)C2)C(=O)OCC(=O)c1ccccc1 (stereo unspecified)	-3%	-3%	.	1%	.	-1%	-9%	8%
COc1cccc(Nc2nc(CN3CCOCC3)nc3sc4c(c23)CCCC4)c1	-5%	1%	3%	-8%	-1%	-7%	-4%	-4%
CC1(C(=O)OCC(=O)c2c[nH]c3ccccc23)CC1(Cl)Cl (stereo unspecified)	2%	.	?	-12%	-3%	i	3%	-3%
Cc1ccc2nc(SCC(=O)NC3CCCc4ccccc43)[nH]c2c1 (stereo unspecified)	-1%	-5%	-77%[inhibitor]	8%	3%	-9%	?	6%
Cn1ccc(-c2ccccc2)c(C#N)c1=O	?	0%	?	1%	0%	i	.	?
CC(C)(C)NC(=O)C(c1ccccn1)N(C(=O)c1csnn1)C1CCCCC1 (stereo unspecified)	6%	3%	-2%	1%	-5%	21%	21%[46 µM]	-8%
COCC(C)n1c(C)cc(C(=O)COC(=O)c2c(C)nn(-c3ccccc3)c2C)c1C (stereo unspecified)	-1%	-10%	-21%	?	-2%	12%	?	?
C=CCNC(=O)c1sc(=S)n(-c2ccc(C(=O)OCC)cc2)c1N	-3%	-20%[11.4 µM]	16%	-14%	1%	i	-13%	13µM*
CCc1nnc(NC(=O)C2CCCN2C(=O)Nc2ccccc2)s1 (stereo unspecified)	6%	-7%[11.4 µM]	5%	6%	3%	-4%	.	-1%
Cc1cc(S(=O)(=O)N2CCC(N3CCCCC3)CC2)ccc1-n1cnnn1	0%	-27%	-22%	-3%	-4%	-3%	13%	0.028µM*
O=c1[nH]c(N2CCOCC2)nc2c1CCCC2	-10%	8%	12%	-23%	5%	-4%	6%	18%
Nn1cc(-c2ccccc2)nc1SCC(=O)N1CCN(S(=O)(=O)c2ccc3ccccc3c2)CC1	?	.	-8%	0%	-4%	-8%	?	?
COc1ccc(-c2nc(C#N)c(NC(C)c3ccccc3)o2)cc1OC (stereo unspecified)	?	-13%	9%	-18%	2%	-14%	-11%	?
Cc1ccc(S(=O)(=O)N2CCN(C(C)C(=O)Nc3ccccc3-c3ccccc3)CC2)cc1 (stereo unspecified)	4%	0%	1%	-8%	-3%	-19%	?	7.9µM*
O=C(c1cccnc1)N1CCN(Cc2ccc3c(c2)OCO3)CC1	?	.	23%	0%	1%	i	-4%	-2%
Cc1onc(-c2c(Cl)cccc2Cl)c1C(N)=S	3%	?	-10%	4%	-3%	-3%	15%[46 µM]	?
Cc1ccc(C(=O)NCC(=O)Nc2cccc(C(F)(F)F)c2)cc1	6%	5%	9%	-2%	3%	-1%	-8%	6%
O=C(CSc1ccccn1)c1ccc2c(c1)OCO2	-3%	4%	11µM*	-1%	?	-9%	-8%	-12%
O=C(COc1ccc(Br)cc1)N(Cc1ccccc1)c1ccccn1	4%	15%	-15%	-11%	-1%	-5%	6%	6%
Cc1ccc(S(=O)(=O)NN2C(=O)c3ccccc3NC2c2cccc(O)c2)cc1 (stereo unspecified)	?	.	9%	-2%	2%	i	.	?
CCCc1cc(=O)n2[nH]cnc2n1	4%	1%	1%	3%	-1%	-11%	-11%	-3%
CC(=O)NCCNc1ncnc2ccc(-c3ccc(C(=O)N(C)C)cc3)cc12	?	.	10%	-10%	1%	9%	11%	?
CCCc1nn(C)c(C(=O)Nc2cccc(CC)c2)c1Cl	12%	57%[activator]	?	-12%	-4%	i	-4%	-10%
O=C(OCCNc1ccc(C(F)(F)F)cc1[N+](=O)[O-])c1cc2ccccc2oc1=O	2%	-12%	.	-17%	.	-4%	.	.

This is a subset; count on the stated rates, not on these rows.
